# Screening data as filed in PubChem.
# PfHsp40 yeast – rescue of yeast from PfHsp40 toxicity, primary screen, S. cerevisiae, ATP luminescence | AID 504582, 2011 | growth rescue, % at 12.5 µM | S. cerevisiae expressing PfHsp40, growth rescue | 340,000 compounds, 0.68% hits; in the data active = growth rescue above about 28%, passing the limit was not always enough; inconclusive = no clear call, values can overlap the other calls;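 note: yeast W303a lacking pdr1 and pdr3 grown in galactose medium; growth measured after three days at 30 °C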
# Mtb BioA inh – M. tuberculosis BioA enzyme inhibitors, primary screen, biochemical, plate reader, single point, HTS. AID 602481, 2012. 7,8-diaminopelargonic acid synthase BioA (Mycobacterium tuberculosis). inhibition, % at 9.99 µM. purified M. tuberculosis BioA enzyme. 360,000 compounds, 0.096% hits; in the data active = inhibition above about 40%; inconclusive = no clear call, values can overlap the other calls
# UGM FP inh – M. tuberculosis UGM enzyme inhibitors, primary screen, biochemical, fluorescence polarization, single point | UDP-galactopyranose mutase (Mycobacterium tuberculosis (strain ATCC 25618 / H37Rv)), … | purified UGM, fluorescence polarization probe displacement | inhibition, % at 10 µM | 320,000 compounds, 0.06% hits; in the data active = inhibition above about 10%, passing the limit was not always enough; inconclusive = no clear call, values can overlap the other calls
# FBA Mtb inh – Mtb FBA enzyme inhibitors, primary screen, biochemical, fluorescence, strain H37Rv | Fructose-bisphosphate aldolase (Mycobacterium tuberculosis (strain ATCC 25618 / H37Rv)), … | purified M. tuberculosis FBA, fluorescence read-out | inhibition, % at 1 µM | 360,000 compounds, 2.3% hits; in the data active = inhibition above about 27%;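 note: 0% = vehicle and 100% = reference inhibitor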
# Anthrax LF prot – Bacillus anthracis LF protease inhibitors, primary screen, biochemical, multiplex microsphere, MLPCN library; Lethal factor (Bacillus anthracis), P15917; multiplex microsphere protease cleavage assay; inhibition, % at 10 µM; 360,000 compounds, 0.12% hits; AID 588501, 2011; note: plate controls were buffer without enzyme for full effect and enzyme alone for no effect
# Target sequence (P15917 whole entry, looked up): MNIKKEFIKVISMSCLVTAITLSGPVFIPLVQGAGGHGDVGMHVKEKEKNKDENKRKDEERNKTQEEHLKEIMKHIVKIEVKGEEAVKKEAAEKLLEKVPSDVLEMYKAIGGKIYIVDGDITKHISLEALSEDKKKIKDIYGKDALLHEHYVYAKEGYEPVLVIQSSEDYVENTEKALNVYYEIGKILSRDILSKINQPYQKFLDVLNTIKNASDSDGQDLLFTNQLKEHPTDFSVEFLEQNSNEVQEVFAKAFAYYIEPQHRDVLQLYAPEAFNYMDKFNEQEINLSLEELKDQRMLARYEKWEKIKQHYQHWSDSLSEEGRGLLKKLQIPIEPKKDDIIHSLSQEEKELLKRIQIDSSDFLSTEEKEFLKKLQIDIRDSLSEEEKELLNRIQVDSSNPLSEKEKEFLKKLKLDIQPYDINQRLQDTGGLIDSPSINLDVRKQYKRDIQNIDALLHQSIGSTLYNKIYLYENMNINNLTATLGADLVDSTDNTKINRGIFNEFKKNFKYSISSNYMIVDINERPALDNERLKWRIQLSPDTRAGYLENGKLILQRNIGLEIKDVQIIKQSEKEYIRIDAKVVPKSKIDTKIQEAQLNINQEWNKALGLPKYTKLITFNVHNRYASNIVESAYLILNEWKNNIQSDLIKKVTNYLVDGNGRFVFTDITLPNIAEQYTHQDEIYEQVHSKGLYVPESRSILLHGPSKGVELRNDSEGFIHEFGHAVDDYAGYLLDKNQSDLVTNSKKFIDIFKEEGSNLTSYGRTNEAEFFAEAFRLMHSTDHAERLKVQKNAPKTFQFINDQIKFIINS
# BoNT-A LC inh2 – BoNT/A light chain protease inhibitors, primary screen, biochemical, flow cytometry, MLPCN library; inhibition, % at 10 µM; 360,000 compounds, 0.17% hits; AID 588499, 2011; Botulinum neurotoxin type A light chain protease (Clostridium botulinum A str. ATCC 3502); multiplex microsphere protease substrate cleavage; note: plate controls were buffer without enzyme for full effect and enzyme alone for no effect
# GDH-TPI counter – GDH-TPI coupling enzyme inhibitors, primary screen, artefact control for M. tuberculosis FBA inhibitor project, biochemical, absorbance, full deck; AID 588335, 2011; inhibition, % at 4.8 µM; 360,000 compounds, 1.2% hits; GDH-TPI coupled enzyme counterscreen, NADH absorbance; in the data active = inhibition above about 30%;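 note: 0% = DMSO wells and 100% = wells lacking the enzyme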
# FadD28 FP inh – inhibitors of FadD28 bisubstrate probe binding, primary screen, biochemical, fluorescence polarization, single point. inhibition, % at 12.5 µM. 360,000 compounds, 0.22% hits; in the data active = inhibition above about 8.5%, passing the limit was not always enough; inconclusive = no clear call, values can overlap the other calls
# BoNT F protease – BoNT/F light chain protease inhibitors, primary screen, biochemical, flow cytometry, MLPCN library. Botulinum neurotoxin type F light chain protease (Clostridium botulinum). Multiplex microsphere protease cleavage assay. inhibition, % at 10 µM. 360,000 compounds, 0.22% hits. AID 588497, 2011; in the data active = inhibition above about 35%, passing the limit was not always enough; inconclusive = no clear call, values can overlap the other calls; note: plate controls were buffer without enzyme for full effect and enzyme alone for no effect
# * marks the source's active call; other numbers are inactive results; u = inconclusive; x = not tested or not shown. Cut-off read from the data, not from the text of the source, unless noted: active = inhibition above about 30%; inconclusive = no clear call, values can overlap the other calls; inactive = below that.
SMILES,FadD28 FP inh,UGM FP inh,GDH-TPI counter,Anthrax LF prot,BoNT-A LC inh2,Mtb BioA inh,PfHsp40 yeast,FBA Mtb inh,BoNT F protease
COc1cccc(CC(=O)OCC(=O)Nc2c(C)nn(-c3ccccc3)c2C)c1,-0.7,x,-2,3,-2.9,0.1,1.7,-3,-10
CSc1nc2ccc3nc(NC(=O)c4ccccc4)sc3c2s1,-1.3,-0.8,9,-1,0.6,-0.8,-0.8,3,-3
COC(=O)[C@@H]1C[C@@]2(O)[C@H](O)[C@H](O)[C@H](O)C[C@H]2N1Cc1cc(F)ccc1F,-0.3,3.5,2,2,0.1,-1.6,-0.4,7,4
c1ccc(-c2noc(CSc3nc4ccccc4o3)n2)cc1,1.6,-0.8,-1,-21,0.4,-1.9,-1.3,0,-12
CCN(C(=O)c1ccc2c(Cl)c3c(nc2c1)CCC3)c1ccc(C)c(C)c1,-6.0,-2.7,9,-3,0.1,0.9,4.1,1,-4
O=C(CCNC(=O)c1ccc(Br)o1)NCc1ccc(Cl)cc1,-4.2,-2.2,-6,-1,-1.3,0.2,0.6,-1,-1
CC(C)C1=NN(C(=O)c2ccccc2)C(O)(C(C)(C)C)C1 (stereo unspecified),-3.5,-3.1,-5,7,1.8,0.1,-1.7,3,19
CCc1ccc(C(=O)N/N=C(\C)c2cccnc2)s1,-3.0,-2.1,1,-1,-2.7,-1.1,11,2,-10
Cn1c(CCNC(=O)c2ccc(Cl)cc2)n[nH]c1=S,-4.5,1.2,-18,-2,0.0,0.3,0.6,-3,0
COc1ccc(/C=N/NC(=O)c2ccc(OC)c(OC)c2)cc1COc1c(F)c(F)c(F)c(F)c1F,-8.0,2.3,18,-1,2.3,-1.1,0.1,2,4
CCOc1ccc(-c2cccc(NS(=O)(=O)c3ccc([N+](=O)[O-])cc3)c2)nn1,-0.6,0.6,5,-1,0.4,8.2,-0.4,2,1
COc1ccc(C2N(c3ccc(OC)cc3)C(=O)C3CCCN32)cc1 (stereo unspecified),0.0,-4.4,9,-6,-0.1,-1.0,-0.1,3,-3
CCOC(=O)C1(Cc2cccc(Cl)c2)CCCN(C(=O)CCSC)C1 (stereo unspecified),-3.0,1.3,10,4,3.0,0.3,0.5,2,u
Cc1nnc2sc(SCC(=O)N3CCC(C)CC3)nn2c1=O,0.0,1.8,-1,2,-0.1,0.8,-1.6,-1,1
COc1cccc(CN(C)C(=O)CN2C(=O)NC3(CCCc4ccccc43)C2=O)c1 (stereo unspecified),-1.3,-1.3,6,-6,-1.5,-3.3,-2.1,0,-5
CS/C(N)=N/N=C/c1ccc([N+](=O)[O-])cc1,0.2,3.7,22,-3,0.1,1.8,1.5,-4,-5
COc1ccc(N2CC(C(=O)Nc3nnc(SCC(=O)c4ccccc4)s3)CC2=O)cc1 (stereo unspecified),-2.8,1.3,6,0,1.6,x,-0.1,5,11
O=C(CSc1nnc2ccccn12)c1ccccc1,-0.5,2.3,2,3,-0.3,0.3,-0.3,1,-6
Cc1ccc(-n2ncc3c(NCc4cccnc4)ncnc32)cc1C,-1.7,1.0,5,-1,1.5,-0.5,0.2,25,2
Cc1cc2ccccc2c(=O)n1CC(=O)NCC(=O)N1CCC2(CC1)OCCO2,0.6,-1.4,-1,5,0.0,x,-0.2,2,0
COC(=O)[C@H](Cc1ccccc1)NC(=O)NCc1ccccc1,-0.7,0.2,1,x,x,2.4,0.0,1,x
CCOc1ccc(/C=C2\SC(N3CCCCC3)=NC2=O)cc1,-0.8,0.2,48*,26,1.5,-0.8,1.1,2,10
NS(=O)(=O)c1ccc(NC(=O)COC(=O)c2ccco2)cc1,-0.5,1.6,-1,4,-0.7,-0.9,-0.9,4,-5
Cc1c(Cl)cccc1NC(=O)NN1CCN(C)CC1,-0.3,-2.5,7,4,-3.7,0.5,-0.8,3,-13

# Record cards, from the list above. Screens in order: FadD28 FP inh | UGM FP inh | GDH-TPI counter | Anthrax LF prot | BoNT-A LC inh2 | Mtb BioA inh | PfHsp40 yeast | FBA Mtb inh | BoNT F protease
# COc1ccc(N2CC(C(=O)Nc3nnc(SCC(=O)c4ccccc4)s3)CC2=O)cc1 (stereo unspecified) in the list: -2.8 | 1.3 | 6 | 0 | 1.6 | x | -0.1 | 5 | 11
# Cc1c(Cl)cccc1NC(=O)NN1CCN(C)CC1 in the list: -0.3 | -2.5 | 7 | 4 | -3.7 | 0.5 | -0.8 | 3 | -13

# Exported as labelled records: four of the compounds above.
Compound: Cc1ccc(-n2ncc3c(NCc4cccnc4)ncnc32)cc1C
  FadD28 FP inh: -1.7; UGM FP inh: 1.0; GDH-TPI counter: 5; Anthrax LF prot: -1; BoNT-A LC inh2: 1.5; Mtb BioA inh: -0.5; PfHsp40 yeast: 0.2; FBA Mtb inh: 25; BoNT F protease: 2

Compound: Cc1cc2ccccc2c(=O)n1CC(=O)NCC(=O)N1CCC2(CC1)OCCO2
  FadD28 FP inh: 0.6; UGM FP inh: -1.4; GDH-TPI counter: -1; Anthrax LF prot: 5; BoNT-A LC inh2: 0.0; Mtb BioA inh: x; PfHsp40 yeast: -0.2; FBA Mtb inh: 2; BoNT F protease: 0

Compound: COC(=O)[C@H](Cc1ccccc1)NC(=O)NCc1ccccc1
  FadD28 FP inh: -0.7; UGM FP inh: 0.2; GDH-TPI counter: 1; Anthrax LF prot: x; BoNT-A LC inh2: x; Mtb BioA inh: 2.4; PfHsp40 yeast: 0.0; FBA Mtb inh: 1; BoNT F protease: x

Compound: CCOc1ccc(/C=C2\SC(N3CCCCC3)=NC2=O)cc1
  FadD28 FP inh: -0.8; UGM FP inh: 0.2; GDH-TPI counter: 48*; Anthrax LF prot: 26; BoNT-A LC inh2: 1.5; Mtb BioA inh: -0.8; PfHsp40 yeast: 1.1; FBA Mtb inh: 2; BoNT F protease: 10

# Additional entries:
SMILES,FadD28 FP inh,UGM FP inh,GDH-TPI counter,Anthrax LF prot,BoNT-A LC inh2,Mtb BioA inh,PfHsp40 yeast,FBA Mtb inh,BoNT F protease
CC(C)(C)c1ccc(C(=O)c2cn[nH]c2-c2ccccc2O)cc1,-5.2,1.0,4,-4,-2.9,-1.5,5.6,9,u
COc1ccc(Cl)cc1NC(=O)Nc1cccc([N+](=O)[O-])c1C,0.6,-0.6,4,0,0.0,-3.5,-0.5,-1,-1
Cc1cc(Nc2ccc(F)c(Cl)c2)n2nc(C)nc2n1,-0.1,-4.8,2,-10,-0.2,2.3,0.8,1,-3
COc1ccc(NC(=O)CN(C)CC(=O)N(CC(C)C)c2c(N)n(CC(C)C)c(=O)[nH]c2=O)cc1,-1.9,-2.0,-6,x,x,0.9,-0.5,2,x
COC(=O)c1cccc(NC(=O)c2ccc[n+]([O-])c2)c1,-1.2,-2.5,2,-2,-1.2,15,0.1,-1,u
CCn1c(O)c(/C=N/N2CCOCC2)c(=O)n(CC)c1=S,-1.6,4.8,24,0,0.1,x,-1.8,-2,-1
O=C(Cc1ccccc1)N1CCNCC1,-0.9,-1.8,12,0,-4.1,x,x,4,1
Cc1c(C(=O)N2CCN(c3ccccc3)CC2)oc2c(Cl)cccc12,-0.4,-0.1,10,5,1.9,-0.9,6.0,3,6
O=C(N1CCC(n2nc(-c3ccccc3)oc2=O)CC1)C1(c2ccc(Cl)cc2)CC1,-3.2,-1.6,4,2,1.3,0.7,0.7,-2,0
Cc1ccccc1N(C(=O)c1csnn1)C(C(=O)NC(C)(C)C)c1cccs1 (stereo unspecified),-1.3,0.5,-1,9,0.4,0.6,-0.9,2,2
CCOC(=O)c1c(NC(=O)CSc2ncnc3ccccc23)sc(C(C)=O)c1C,0.6,0.1,3,0,0.0,x,-0.6,-1,-1
CCCCN1C(=O)C(=O)NC[C@@H]1C(C)O (stereo partly specified),-2.0,-0.3,7,-3,0.4,-0.3,-1.6,4,-1
Cc1oc(C)c2c(=O)ccc3c(c12)OC(N)=C(C#N)C3c1ccc(F)cc1 (stereo unspecified),3.3,0.4,7,7,10,x,-0.4,-3,-2
CCCc1cc(Nc2cccc(OCC)c2)n2ncnc2n1,-1.9,3.7,25,-2,0.5,-3.4,1.5,4,-5
C/C(=N\Nc1ccccn1)c1cccs1,0.8,0.4,16,-1,-1.2,x,-1.2,6,3
CCc1nc2c(OCC(=O)N3CCOCC3)cccn2c1N(C)C(=O)COc1ccccc1,-4.2,x,2,-9,-0.2,0.5,x,-4,3
CN(C)S(=O)(=O)Oc1ccc(C(=O)Nc2cccc(Cl)c2)cc1,-3.8,0.4,5,0,-0.3,x,-0.3,1,-2
CN(C)c1nc(Cl)cc(N2CCOCC2)n1,-2.7,1.1,1,-1,0.6,-0.1,2.1,6,-1
CC(C)c1ccc(Nc2ncc3c(n2)CCN(C(=O)Nc2ccc(F)c(Cl)c2)C3)cc1,-4.4,x,-6,-6,0.1,-2.7,x,-2,-9
O=C(Cc1ccccc1)Nc1ccc(NC(=O)c2ccco2)nc1,-2.7,-4.0,10,-2,-1.3,-1.4,0.2,-6,-33
COc1ccc(NCc2nnc(SCC#N)n2-c2ccccc2OC)cc1,0.6,-0.8,1,-3,-0.2,1.0,0.4,5,2
Cc1ccccc1N1C(=O)CC(=O)N(c2ccccc2C)C1=O,-1.1,-0.6,-6,-1,-0.3,x,0.0,-4,-5
COc1ccc(S(=O)(=O)N2CC(C)OC(C)C2)cc1C(=O)N1CCCCC1 (stereo unspecified),0.1,-0.4,0,-2,-3.6,1.5,0.6,3,-7
O=C(Nc1cccnc1)c1noc2c1CCCCC2,-0.8,0.3,0,0,-2.3,5.4,-0.1,1,-4
CCN(CC)CCCNC(=O)c1oc2ccc(S(=O)(=O)N3CC(C)CC(C)C3)cc2c1C (stereo unspecified),-3.9,-1.7,-9,-6,-1.0,0.6,1.7,0,5
O=C(O)c1ccc(-n2nnc3ccccc32)c([N+](=O)[O-])c1,-1.9,5.5,-9,-18,-1.3,-0.4,0.5,-8,-2
COc1ccc(/C=N/Nc2cc(C)nc3ccc(OC)cc23)c(OC)c1,3.8,-2.0,12,9,12,1.0,0.3,144*,-32
O=C(NC1CCCc2ccccc21)C1CCN(S(=O)(=O)c2cccc3nsnc23)CC1 (stereo unspecified),-3.6,0.4,-1,-2,1.0,-0.4,-0.5,-10,-2
COc1ccccc1C(=O)NNC(=O)c1cc2ccccc2cc1O,1.3,x,12,-4,0.3,-1.6,x,3,5
CCc1ccc(CCC(=O)Nc2ccc(Cl)cc2)o1,-0.5,0.5,30,x,x,0.4,-0.8,-1,x
O/N=C(\c1ccc(Cl)cc1Cl)c1ncc(C(F)(F)F)cc1Cl,-4.6,0.0,-19,-2,0.0,3.8,380*,-6,1
O=C(c1ccc(CS(=O)c2ccc(Br)cc2)o1)N1CCN(C2CCCCC2)CC1 (stereo unspecified),-2.1,x,8,-6,0.1,-0.3,x,4,-4
CC1CCCC(C)N1C(=O)COC(=O)C1CCN(S(=O)(=O)c2c(Cl)cccc2Cl)CC1 (stereo unspecified),-1.4,0.5,0,-1,-3.2,0.8,1.4,-3,-8
CC1CCCCC1NC(=O)c1ccc(S(=O)(=O)N2CCN(C)CC2)cc1 (stereo unspecified),-0.5,0.6,6,-14,-2.6,-1.3,-0.8,-2,4
CC(C)CC(c1nnnn1CC1CCCO1)N1CCN(c2nc3ccccc3s2)CC1 (stereo unspecified),-3.8,x,-2,0,-0.6,2.1,0.0,1,-3

# Compounds as they come; about 4.7% have a hit in one of these screens.
